Compound activity from PubChem.
GRK2 aptamer HTS: human GRK2 inhibition via aptamer displacement | 330,000 compounds, 0.59% hits | P25098 | inhibition of aptamer binding, % at 10 µM | bead flow cytometry, FAM-aptamer displacement from GRK2;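 active = inhibition of aptamer binding above 40%, roughly 3 SD of noise, on plates passing a quality check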;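 also: median bead fluorescence of bound FAM aptamer so fluorescent compounds give negative values; no value below 0 was filed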
MCL1 BIM primary: disrupts human MCL1 binding to BIM-BH3 peptide | Q07820 | GST-MCL1 / FITC-Bim-BH3 fluorescence polarization | inhibition, % at 10.9 µM | 320,000 compounds, 0.68% hits | AID 2057;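 active = inhibition above the mean inhibition of all tested compounds plus 3 SD, set per campaign, cut at about 40% in these data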;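 also: 0% = DMSO wells and 100% = unlabeled Bim-BH3 peptide control; higher means more loss of mP so more displacement of Bim peptide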
Fam108B counter: Fam108B inhibition, counter-screen for RBBP9 inhibitors. recombinant Fam108B, FP-Rh probe fluorescence polarization. inhibition, % at 9.51 µM. 300,000 compounds, 0.33% hits. AID 1947;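 active = inhibition above the screen mean inhibition plus 3 SD, computed separately per campaign, cut at about 18% in these data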;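 also: inhibitors lower polarization as less probe binds the enzyme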
VLA-4 inh: inhibition in a human VLA-4 binding assay; VLA-4 expressing cells, ligand binding flow cytometry; inhibition, % (about 7 µM as worked out from the volumes in the protocol); 330,000 compounds, 0.2% hits; AID 2557; in the data active = inhibition above about 50%
CIT2-GFP yeast: modulators of TOR pathway CIT2-GFP in S. cerevisiae. 320,000 compounds, 0.065% hits. S. cerevisiae CIT2-GFP strain, flow cytometry, 3 h; 100 means same as DMSO wells. GFP response vs DMSO, % at 10 µM;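 active = GFP response relative to DMSO above a set limit, near the screen mean plus 3 SD, cut at about 150% in these data; inconclusive = Fewer than 70 cells measured for a yeast strain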;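 also: ratio of well median GFP fluorescence to mean of DMSO wells on the plate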
Bcl-xL primary: inhibitors of human Bcl-xL; GST-Bcl-xL / FITC-Bim BH3 peptide fluorescence polarization; Q07817; inhibition, % at 10.9 µM; 320,000 compounds, 0.7% hits;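 active = inhibition above the mean of all tested compounds plus 3 SD, cutoff set per campaign, cut at about 30% in these data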;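 also: 0% = DMSO wells and 100% = unlabeled Bim-BH3 peptide competitor; inhibitors lower millipolarization by displacing the labeled peptide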
AGP1-GFP MLPCN: alters AGP1-GFP fluorescence in TOR pathway yeast screen; S. cerevisiae AGP1-GFP multiplex flow cytometry, 3 h; GFP as percent of DMSO wells; GFP response vs DMSO, % at 10 µM; 320,000 compounds, 0.02% hits;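 active = GFP response relative to DMSO above a set limit, near screen average plus 3 SD, cut at about 150% in these data; inconclusive = fewer than 70 cells counted for the yeast strain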;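 also: median GFP channel fluorescence of the gated AGP1 strain per well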
GLD-1 RNA inh: GLD-1-TGE RNA interaction inhibition (C. elegans) | Q17339 | purified GLD-1 + fluorescein TGE RNA, fluorescence polarization | inhibition, % at 5.96 µM | 320,000 compounds, 0.44% hits;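 active = percent inhibition above a per-plate cutoff, the plate mean of test compounds plus 3 SD, cut at about 30% in these data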;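 also: 0% = DMSO wells with GLD-1 and probe and 100% = wells lacking GLD-1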
MEX-5 binding: C. elegans MEX-5 TCR-2 RNA binding activity. MEX-5/FITC-TCR2 RNA binding, fluorescence polarization; stronger effect = lower value. 300,000 compounds, 0.38% hits. activity score (negative = inhibition of binding), % at 10 µM;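 active = inhibition past about -25% in most replicates, and total fluorescence under double the plate's negative control median, limit read from the data; inconclusive = replicates evenly split on the limit, or fluorescence at least double controls; inactive = too little inhibition in most replicates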;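 also: 0% = DMSO and -100% = 5 µM competing unlabeled TCR2 RNA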
Target sequence (Q9XUB2 whole entry, looked up): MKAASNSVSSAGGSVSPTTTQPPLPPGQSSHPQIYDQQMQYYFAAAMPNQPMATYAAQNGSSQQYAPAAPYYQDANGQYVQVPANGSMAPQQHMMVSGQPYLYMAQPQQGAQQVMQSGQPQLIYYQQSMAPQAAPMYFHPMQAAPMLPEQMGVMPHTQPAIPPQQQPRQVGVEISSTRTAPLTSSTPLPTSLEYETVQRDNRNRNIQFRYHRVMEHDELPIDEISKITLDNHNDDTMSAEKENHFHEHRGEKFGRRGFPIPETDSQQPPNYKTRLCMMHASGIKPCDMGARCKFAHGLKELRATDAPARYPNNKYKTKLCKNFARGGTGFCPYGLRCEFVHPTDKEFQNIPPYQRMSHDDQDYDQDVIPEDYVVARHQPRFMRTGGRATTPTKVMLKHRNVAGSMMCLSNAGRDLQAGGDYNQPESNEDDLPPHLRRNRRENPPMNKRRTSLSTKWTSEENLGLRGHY
Active calls of the source: *; u = inconclusive; x = not tested or not shown; [ ] = remark or other dose.

SMILES	GRK2 aptamer HTS	MCL1 BIM primary	Fam108B counter	VLA-4 inh	CIT2-GFP yeast	Bcl-xL primary	AGP1-GFP MLPCN	GLD-1 RNA inh	MEX-5 binding
CCN(CC)CCNC(=O)c1ccc(NC(=O)c2c(C)nn(-c3ccc(F)cc3)c2Cl)cc1	0	-17	0	12	103	-2	104	-5	1.2
CCC(CO)Oc1cc(NC(=O)c2cccc(Cl)c2)c2ncn(C(C)C)c2c1 (centres undefined)	0	8	x	14	108	3	105	0	x
O=C(CSc1nncn1-c1cccnc1)Nc1cccc([N+](=O)[O-])c1	0	12	-4	15	103	5	106	1	-2.6
COc1ccc2nc(/N=C\N(C)C)sc2c1	0	8	8	17	109	6	108	8	3.0
CCOc1ccc(C(=O)C(CN2CCOCC2)c2ccccc2)cc1 (centres undefined)	0	4	-4	2	u	6	17[may fluoresce violet]	5	3.5
COc1cccc(CC2(CO)CCCN(Cc3ccc(-c4ccco4)cc3)C2)c1 (centres undefined)	0	-5	-2	1	96	-3	95	-6	9.2
COc1ccc(CCN(C)C(=O)Cc2ccc(-c3ccccc3)cc2)cc1OC	0	1	-2	4	89	3	95	11	-0.2
COC(=O)C(C(=O)OC)C(C[N+](=O)[O-])c1ccc(OC)cc1 (centres undefined)	0	7	-2	1	93	-3	x	3	1.3
CCC1CCCCN1C(=O)CSc1nnc(N)s1 (centres undefined)	0	x	x	-1	102	x	105	2	x
CN(C)S(=O)(=O)c1ccc(C(=O)Nc2cc3c(cc2C(=O)O)OCCCO3)cc1	0	-4	-2	-1	104	-1	103	5	-0.7
CCCCNc1ccc(S(N)(=O)=O)cc1[N+](=O)[O-]	5	8	0	12	96	7	91	2	-1.0
COc1cc(C2N=C(c3ccccc3)NO2)cc(Br)c1O (centres undefined)	5	2	-1	-1	86	8	87	3	-1.0
NC(=O)CSc1c[nH]c2ccccc12	4	-6	-4	1	99	1	100	4	-2.5
Cc1[nH]c2ccccc2c1NC(=O)CN1CCN(C(=O)c2ccco2)CC1	0	-7	2	-5	x	3	x	3	-0.6
Cc1ccc(C)c(C(=O)CCC(=O)Nc2ccc(N3CCN(C)CC3)cc2C)c1	0	x	x	-17	103	x	100	1	x
CCS(=O)(=O)c1nc(S(=O)(=O)c2ccc(C)cc2)c(NCCCN2CCCC2=O)s1	4	5	2	5	95	3	92	-1	1.2
CSCC[C@@H](C(=O)Nc1ccc2c(c1)OCCO2)N1Cc2ccccc2C1=O	1	1	-2	35	89	4	103	5	1.9
CCn1ncc(CN2CCN(Cc3cccc(OC)c3)C(CCO)C2)c1C (centres undefined)	0	-3	0	-1	104	2	110	7	-0.8
COCCCNC(=O)CN(CCc1ccccc1)S(=O)(=O)c1ccc(C)cc1	2	-5	1	7	94	0	100	2	-2.5
COc1ccc(-c2cc(CNC(C)=O)on2)cc1	5	-4	-2	34	94	4	102	1	-1.1
O=C(Cn1cnc2sc3c(c2c1=O)CCCC3)NCC(=O)Nc1ccc(F)cc1F	0	0	-2	-14	98	2	99	2	1.0
COC(=O)/C(=C/c1c[nH]c2ccccc12)[N+](=O)[O-]	0	-1	4	16	86	5	89	-2	0.8
CN1CCC(NC(=O)c2cccc(Oc3ccccc3)c2)CC1	0	6	3	27	101	6	99	-1	3.7
O=C1C=C(c2ccc(F)nc2)CCC1	2	5	2	5	97	1	103	-13	0.6
O=C(O)c1cc(N2C(=O)C3CC=CCC3C2=O)ccc1NCc1cccnc1 (centres undefined)	1	10	5	9	x	7	101	6	-2.0
Cc1ccc(SCC(=O)c2c(C)nc3cc(C)ccn23)cc1	0	1	-1	-2	79	5	85	-2	2.8
Cc1ccc(CSc2nnc(-c3cccc(S(=O)(=O)N4CCOCC4)c3)n2CC(C)C)cc1	1	2	-6	15	97	-1	103	7	1.0
